S1P3 antagonist – blocks the human S1P3 receptor; Q99500; CHO S1P3 NFAT-BLA reporter, FRET fluorescence, antagonist mode; inhibition, % at 4.98 µM; hit rate 0.27% among 170,000;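 active = inhibition above the plate cutoff, the mean inhibition of test wells on that plate plus 3 SD, cut at about 28% in these data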;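 note: cells challenged with S1P at its EC80 of 0.8 µM; blue over green emission ratio from cleaved BLA substrate after 4 h stimulation; 0% = S1P-stimulated wells and 100% = unstimulated DMSO-only wells; some compounds past the cut are filed as inactive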
Target sequence (Q99500 whole entry, looked up): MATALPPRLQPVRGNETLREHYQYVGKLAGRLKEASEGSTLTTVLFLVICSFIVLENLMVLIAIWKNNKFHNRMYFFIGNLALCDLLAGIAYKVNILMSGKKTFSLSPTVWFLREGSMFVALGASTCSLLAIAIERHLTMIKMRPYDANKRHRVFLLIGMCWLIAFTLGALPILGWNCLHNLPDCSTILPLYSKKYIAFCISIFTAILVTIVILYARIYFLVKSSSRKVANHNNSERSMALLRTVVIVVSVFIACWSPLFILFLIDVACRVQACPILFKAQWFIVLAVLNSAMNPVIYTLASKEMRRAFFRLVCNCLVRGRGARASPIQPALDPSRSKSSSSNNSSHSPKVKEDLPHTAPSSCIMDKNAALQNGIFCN
G6PDH CS – inhibits Leuconostoc G6PDH, flagging false hits in G6PDH-based assays; Purified L. mesenteroides G6PDH, diaphorase/resazurin coupled fluorescence, 45 min; inhibition, % at 5 µM; hit rate 0.12% among 200,000
Hsp70 act – transcriptional activators of Hsp70 | HeLa Hsp70 promoter luciferase reporter, luminescence; scaled: vehicle 0, proteasome-inhibitor control 100% | hit rate 0.04% among 200,000 | activation, % at 10 µM;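 active = activation above the mean across all tested compounds plus 3 SD, cutoff set per campaign, cut at about 5.5% in these data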;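 note: 100% = MG132 at 30 µM as the positive control and 0% = DMSO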
L major viab – reduces viability of Leishmania major promastigotes. resazurin fluorescence viability. inhibition, % at 10 µM. hit rate 9% among 200,000. AID 1063;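 note: promastigotes grown with compound for 44 hours at 28 °C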
Redox H2O2 prof – compounds producing H2O2 with reducing agent – biochemical, NIH compound library profiling, artefact control for MLSCN library redox annotation, primary screen; DTT-dependent redox cycling H2O2, phenol red/HRP absorbance; 100% = 100 µM peroxide control, 0% = buffer; activation, % at 10 µM; hit rate 0.03% among 200,000;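 active = activation of at least 50% relative to the plate's high and low controls in the primary single-dose screen; inactive = activation below 50%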;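 note: compound incubated with DTT at 0.8 mM final as the reducing agent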
PMI act hi M6P – increases human PMI activity with near-saturating mannose 6-phosphate. hit rate 0.34% among 190,000. AID 1216. P34949. activation factor at 20 µM. coupled PMI enzyme assay, resazurin fluorescence, 20 min; active compounds read high; 1 = untreated enzyme, 0 = substrate-free blank;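 active = activation factor of 2 or more at 20 µM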
Target sequence (P34949 whole entry, looked up): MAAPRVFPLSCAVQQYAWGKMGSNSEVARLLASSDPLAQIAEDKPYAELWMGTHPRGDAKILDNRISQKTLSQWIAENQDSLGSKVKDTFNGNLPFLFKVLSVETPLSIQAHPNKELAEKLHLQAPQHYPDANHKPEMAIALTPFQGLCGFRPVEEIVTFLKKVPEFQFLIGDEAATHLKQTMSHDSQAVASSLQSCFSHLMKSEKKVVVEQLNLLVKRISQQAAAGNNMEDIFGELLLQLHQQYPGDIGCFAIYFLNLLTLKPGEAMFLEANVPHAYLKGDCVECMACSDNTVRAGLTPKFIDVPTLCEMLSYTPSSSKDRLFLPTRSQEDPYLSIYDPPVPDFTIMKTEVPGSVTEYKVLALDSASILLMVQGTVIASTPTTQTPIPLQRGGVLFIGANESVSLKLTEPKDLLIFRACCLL
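test system = human PMI in coupled enzyme assay | medium = HEPES-buffered pH 7.4 with magnesium and detergent | also added = 1.0 mM mannose-6-phosphate substrate with 0.22 mM NADP+ | compound = 20 µM single dose | times = 20 min incubation at room temperature | measured by = resorufin fluorescence (Ex 544/Em 590 nm) from resazurin via diaphorase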
Diaphorase inh – counter-screen for diaphorase-based assays: diaphorase inhibitors and chemical oxidizers. diaphorase resazurin-to-resorufin fluorescence, NADH, 16 min; bacterial (C. kluyveri) enzyme, not human. inhibition, % at 20 µM. hit rate 0.69% among 190,000. AID 1217;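 active = primary screen inhibition at 20 µM above a set limit, cut at about 50% in these data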;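 note: plate controls were DMSO with full reaction for no effect and wells lacking NADH for full effect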
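System: Diaphorase enzyme from Clostridium kluyveri | Amount: Enzyme working solution with 0.14 U/mL diaphorase | Benchmarks: No-NADH positive control and DMSO neutral control | Signal: Fluorescence of resorufin formed from resazurin, Ex 544/Em 590 nm | Schedule: 16-min room-temperature incubation before reading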
Diaph act CS – activates diaphorase or chemically reduces, flagging diaphorase assay artifacts | Diaphorase/resazurin coupled assay, resorufin fluorescence, 16 min; active compounds read high; 1 = vehicle wells, 0 = NADH-free wells | activation factor at 20 µM | hit rate 0.005% among 190,000 | AID 1229;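 active = diaphorase activity raised at least twofold by the compound at 20 µM; inactive = activation factor below 2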
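System – purified diaphorase enzyme from Clostridium kluyveri · Input – enzyme 0.07 U/mL final · Also added – final NADH 0.114 mM, resazurin 0.1 mM · Measured by – fluorescence of resorufin, 544 nm excitation, 590 nm emission · Timing – 16 min enzyme reaction, ambient temperature · Measure – resorufin increase flagging diaphorase activators or reducers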
TLR4 MyD88 comp – inhibitors of human TLR4-MyD88 binding; O00206+Q99836; HeLa CL3-4 TLR4/MyD88 BLA complementation, FRET ratio; inhibition, % at 8.4 µM; hit rate 0.18% among 200,000; AID 861; in the data active = inhibition above about 25%;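 note: 0% = vehicle and 100% = reference inhibitor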
PMI act – activators of human phosphomannose isomerase | activation factor at 20 µM | P34949 | hit rate 0.005% among 190,000 | AID 1214 | purified human PMI, coupled resazurin fluorescence, 20 min; active compounds read high; 1 = vehicle control, 0 substrate-free wells;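 active = activation factor of 2 or more at 20 µM, relative to plate controls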
RAM network inh – yeast RAM network inhibition; inhibition, % at 50 µM; hit rate 1.8% among 190,000; S. cerevisiae dse1pr::URA3 reporter, 5-FOA growth OD615, 2 d; analog-sensitive cbk1-as2 kinase mutant strain;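 active = inhibition above a set limit, 3 SD over mean compound inhibition, cut at about 8.4% in these data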;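 note: 0% = DMSO-only wells with no growth and 100% = 10 µM 1-NA-PP1 full growth; inhibition rescues growth on 5-FOA so higher OD means more RAM inhibition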
Active calls of the source: *; · = no result given. Cut-off read from the data, not from the text of the source, unless noted: active = inhibition above about 50%; inactive = the rest.

structure,S1P3 antagonist,G6PDH CS,Hsp70 act,L major viab,Redox H2O2 prof,PMI act hi M6P,Diaphorase inh,Diaph act CS,TLR4 MyD88 comp,PMI act,RAM network inh
CC(C)(C)NC(=O)N1CCC(CO)(Cc2ccccc2Cl)CC1,-9,4,0.0,6,-1.9,1,1,1,-7,1,-0.6
O=C(COC(=O)c1ccc(N2CCCC2=O)cc1)NCc1ccco1,10,8,-0.4,-7,0.2,1,-7,1.1,-2,1,0.9
N/C(=N\OC(=O)C(c1ccccc1)c1ccccc1)c1ccccn1,·,2,0.1,-6,1.5,0.8,23,0.8,-2,0.8,-0.9
CCOc1ccc(Cn2nnc(C(=O)NCCc3ccccc3)c2N)cc1,1,0,-0.1,-8,-1.7,1,24,0.8,-11,1,3.1
COCCNC(=O)/C(C#N)=C/c1cc(C)n(-c2ccc(C)cc2)c1C,7,4,-0.1,2,-0.3,0.9,17,0.8,8,0.9,-0.3
Cc1[nH]n(-c2ncc(-c3ccccc3)s2)c(=O)c1C(c1ccc(Cl)cc1)C(C#N)C#N (stereo unspecified),1,-9,-0.3,35,-0.2,1.4,24,0.8,-10,1.4,12*
Cc1ccc2[nH]c(=O)c3cc(C(=O)NCCN4CCN(C)CC4)sc3c2c1,-7,-39,-0.3,7,-0.2,0.8,30,0.7,-4,0.8,0.1
Cc1c(NC(=O)c2cc(=O)[nH]c(=O)[nH]2)c(=O)n(-c2ccccc2)n1C,·,8,-0.1,-7,1.2,1,16,0.8,6,1.1,0.0
CCOc1ccc(-c2nnc(Nc3ccc(OC)c(C(=O)N4CCCCC4)c3)c3ccccc23)cc1,2,-10,-0.2,61*,0.2,0.9,18,0.8,-1,0.8,0.4
Cc1cc(C(=O)COC(=O)CC2Sc3ccccc3NC2=O)c(C)n1-c1ccc2c(c1)OCO2 (stereo unspecified),-4,-4,-0.3,55*,-0.2,0.6,28,0.7,-1,0.8,3.4

The results go on:
structure,S1P3 antagonist,G6PDH CS,Hsp70 act,L major viab,Redox H2O2 prof,PMI act hi M6P,Diaphorase inh,Diaph act CS,TLR4 MyD88 comp,PMI act,RAM network inh
O=C(NCC(c1ccc(F)cc1)N1CCOCC1)c1cccc(Br)c1 (stereo unspecified),-3,2,-0.2,7,-1.7,1,6,0.9,-2,1.1,1.3
CC(C)(C)n1ncc2c(=O)n(Cc3c(F)cccc3Cl)cnc21,6,4,0.1,6,0.5,1,15,0.9,-4,0.9,0.9
COC(=O)COc1ccc(/C=C2/SC(=O)N(CC(=O)N3CCCC3)C2=O)cc1Br,·,4,-0.2,1,-7.5,0.9,7,0.9,5,0.9,5.8
Cc1ccc(C(=O)C2CCN(C(=S)NCC3CCCO3)CC2)cc1 (stereo unspecified),5,3,-0.3,1,-1.0,1,12,0.9,-1,1,1.2
CCOCc1nnc(NC(=O)C2c3ccccc3Oc3ccccc32)s1,6,11,0.0,6,0.0,1,11,0.9,7,1,2.4
Cc1cccc(C(=O)NC(NCCc2ccccc2)C(Cl)(Cl)Cl)c1 (stereo unspecified),·,6,-0.1,15,-7.7,1,4,1,-4,1,0.8
N#Cc1cc2c(=O)n3ccccc3nc2n(-c2ccc(Cl)cc2)c1=O,-8,4,0.0,-2,0.3,1,23,0.8,-25,1,2.6
Cc1cc(C(F)(F)F)c2c(n1)sc1c(O)cc(=O)[nH]c12,·,-3,-0.3,-3,-0.1,1,16,0.8,-9,1,0.3
COc1ccc(OCC(=O)Nc2cccc(-c3nc4ccccc4o3)c2)cc1,-6,18,0.0,0,0.2,1.1,1,1,0,1,7.2
NN/C(=C\[N+](=O)[O-])Nc1ccc(Cl)cc1,-1,3,0.1,11,-0.4,2*,16,0.8,-3,1.5,0.1

(further entries)
structure,S1P3 antagonist,G6PDH CS,Hsp70 act,L major viab,Redox H2O2 prof,PMI act hi M6P,Diaphorase inh,Diaph act CS,TLR4 MyD88 comp,PMI act,RAM network inh
CN(C)c1cccc(C(=O)Nc2ccc(N3CCOCC3)cc2)c1,·,0,-0.4,-1,-0.1,1,6,0.9,-6,1,0.1
Cc1ccc(-n2c(Cl)c(Cl)nc(Cl)c2=O)cc1,2,1,6.4*,17,0.9,0.9,18,0.8,27*,1,-0.4
O=C(Cc1coc2ccc3ccccc3c12)N1CCc2ccccc21,·,-4,-0.4,11,-2.4,0.9,19,0.8,-4,1,2.4
COC(=O)[C@H](C)[C@@H]1C[C@@]1(C)[C@@H](NC(=O)OCc1ccccc1)c1ccccc1,-8,10,-0.1,0,0.5,1,21,0.8,-6,1,8.6*
Cc1cccc(OCCCCCNCCO)c1,0,-1,0.3,99*,-1.4,0.9,27,0.7,8,0.9,·
CCCc1ncc(C(O)(c2ccccc2)c2ccc(C)cc2)n1C (stereo unspecified),-10,14,-0.4,9,0.0,1.1,8,0.9,-6,1.1,1.6
O=C(Nc1ccc(C2CC2(Cl)Cl)cc1)c1ccccc1Br (stereo unspecified),-2,13,0.2,83*,0.3,1,6,0.9,5,0.8,2.3
O=C(Cn1cc(C(F)(F)F)ccc1=O)N/N=C/c1ccc(Cl)c(Cl)c1,-8,-16,-0.1,4,0.4,0.8,20,0.8,-1,0.8,0.2
O=C(Cn1cnc2c(oc3ccccc32)c1=O)NCC1CCCO1 (stereo unspecified),·,2,0.1,-4,-0.8,1,8,0.9,9,1,-1.1
Cc1cccc(-c2nnc(SCC(=O)N3c4ccccc4CCc4ccccc43)n2C)c1,-11,9,-0.4,91*,-0.5,1,15,0.9,-4,0.9,0.5

Later entries
structure,S1P3 antagonist,G6PDH CS,Hsp70 act,L major viab,Redox H2O2 prof,PMI act hi M6P,Diaphorase inh,Diaph act CS,TLR4 MyD88 comp,PMI act,RAM network inh
COc1ccc(NC(=O)CC2Oc3ccc(C)cc3NC2=O)cc1 (stereo unspecified),-13,2,-0.1,0,-1.3,0.8,22,0.8,-5,1,3.4
O=C(Nc1nnc(N2CCCCCC2)s1)c1cc(-c2ccc(Br)cc2)on1,7,-79,0.0,45,-0.6,0.9,13,0.9,-2,0.9,3.1
COc1cccc(NC(=O)c2cccc(OC)c2OC)c1,-10,21,0.2,1,0.4,1,-8,1.1,2,1,0.3
Cc1ccc(C(=O)NC(C)c2ccccc2)cc1Br (stereo unspecified),-3,14,-0.3,15,-0.3,1,-6,1.1,-5,1,1.7
Cc1ccc(CNC(=O)c2sc3ccc(S(=O)(=O)N4CCCCC4)cc3c2N)cc1,-8,-26,-0.5,19,1.6,0.8,31,0.7,0,0.8,2.7
Cc1ccc(N2OC3C(=O)NC(=O)C3C2c2ccco2)cc1 (stereo unspecified),-2,13,-0.2,-5,-1.0,0.8,25,0.7,-6,0.7,0.8
Cc1ncccc1C(=O)N1CCCC(C(=O)c2ccc3c4c(cccc24)CC3)C1 (stereo unspecified),-5,18,-0.2,10,-1.2,0.8,24,0.8,1,0.8,2.1
COC(=O)c1c(C)[nH]c(C(=O)CSc2nnnn2-c2ccccc2)c1C,·,6,-0.1,-6,0.3,0.9,5,1,6,1,1.9
COc1ccc(OC)c(C(=O)C2COC(=O)C2)c1 (stereo unspecified),-16,4,-0.4,56*,0.6,0.9,4,1,5,0.9,-0.8
O=C(CCN1CCOCC1)Nc1cccc(Br)c1,-5,-5,-0.2,-6,-3.0,1,29,0.7,-2,1,-0.5

Following part.
structure,S1P3 antagonist,G6PDH CS,Hsp70 act,L major viab,Redox H2O2 prof,PMI act hi M6P,Diaphorase inh,Diaph act CS,TLR4 MyD88 comp,PMI act,RAM network inh
CCOC(=O)c1cc(-c2cccnc2)nn1-c1ccccn1,8,8,-0.4,-4,1.8,0.9,2,1,-9,1.1,1.0
Cc1[nH]c2ccc(F)cc2c1CCN(Cc1cccnc1)C(=S)Nc1cccc(F)c1,0,-2,-0.4,100*,-0.8,0.9,29,0.7,-2,0.8,0.4
COc1ccccc1-c1cc(C(=O)N2CCCCC2)no1,-26,-2,0.0,-4,-0.4,1,18,0.8,4,1,1.5
COc1ccccc1NC(=O)CSc1nnc(CNC(=O)c2ccco2)o1,·,-1,-0.3,-4,-0.1,1,12,0.9,3,0.9,3.0
O=C(COc1ccccc1[N+](=O)[O-])Nc1ccc2c(c1)OCO2,12,17,0.2,4,-0.1,0.7,19,0.8,10,0.9,4.2
Cc1ccc(OCC(=O)NC(=S)Nc2cccc(NC(=O)c3ccccc3Cl)c2)cc1,3,1,-0.2,-10,0.3,0.9,12,0.9,-7,0.9,6.1
O=C(COc1ccc(Br)cc1CO)Nc1ccccc1F,7,15,-0.2,12,1.1,1,14,0.9,-1,1,4.9
O=S(=O)(c1ccc(Br)cc1)c1cnc2ccccc2n1,3,1,-0.3,84*,-0.7,1,8,0.9,14,1,8.4
Cc1ccccc1NC(=O)NC(N)=O,-20,10,0.0,-9,-0.8,0.9,10,0.9,-11,0.9,2.1
CCC(O)CNc1nc(SC)nc2sc3c(c12)CCN(C)C3 (stereo unspecified),·,4,-0.4,13,-0.3,0.8,31,0.7,5,0.9,2.0

Further records
structure,S1P3 antagonist,G6PDH CS,Hsp70 act,L major viab,Redox H2O2 prof,PMI act hi M6P,Diaphorase inh,Diaph act CS,TLR4 MyD88 comp,PMI act,RAM network inh
Cc1ccc(C(=O)O)cc1N1CCCC1=O,19,14,-0.2,-6,1.1,1.2,-26,1.3,3,1.2,0.3
CN(C(=O)COC(=O)c1cccc(NS(=O)(=O)c2ccc(F)c(F)c2)c1)C1CCS(=O)(=O)C1 (stereo unspecified),-4,-1,-0.2,7,-1.0,1,1,1,-13,1.1,0.0
Cc1nnc(SCC(=O)N2CC(=O)Nc3ccccc32)n1-c1ccccc1,-10,1,0.0,-5,-0.2,0.9,16,0.8,-1,1,1.2
COc1ccc(Cl)cc1N1C(=O)/C(=C\c2sccc2C)N=C1SCC(=O)NC1CC1,·,6,0.3,23,3.7,1,23,0.8,-19,0.9,8.6*
CN(Cc1ccccc1)C(=O)C1CCN(S(C)(=O)=O)CC1,6,10,0.1,-2,-0.1,0.9,12,0.9,5,0.9,1.1

Of the compounds above, 2 contain a tert-butyl group.
structure,S1P3 antagonist,G6PDH CS,Hsp70 act,L major viab,Redox H2O2 prof,PMI act hi M6P,Diaphorase inh,Diaph act CS,TLR4 MyD88 comp,PMI act,RAM network inh
CC(C)(C)NC(=O)N1CCC(CO)(Cc2ccccc2Cl)CC1,-9,4,0.0,6,-1.9,1,1,1,-7,1,-0.6
CC(C)(C)n1ncc2c(=O)n(Cc3c(F)cccc3Cl)cnc21,6,4,0.1,6,0.5,1,15,0.9,-4,0.9,0.9
